# GLP-1R inv ag – GLP-1 receptor (human) inverse agonism. Potency, µM (titrated, usually from 38.3 µM), for inactives: at the top dose activity change, negative = inhibition, hits mostly inhibitors. HEK293 GLP-1R CRE-luciferase, luminescence, 24 h; GLP-1R form is constitutively active. P43220. hit rate 1.6% among 410,000. AID 624417; also: potency is read from the fitted curve at half-maximal effect; % is scaled to controls: 0 for no effect and ±100 for the full control effect; nearly all actives have a fitted effect of over 55% in size
#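 Seeding at 200 cells/uL, 12 h culture, 24 hr compound treatment, then luciferase reagent and a luminescence read; cells are HEK293 stably expressing a constitutively active GLP-1R plus cAMP-responsive luciferase.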
# PTHR1 agonist – agonists of human PTHR1 parathyroid hormone receptor. Q03431. HEK293 GP2 PTHR1 cells, GloSensor cAMP luminescence, 1 h. Potency, µM (doses to about 115 µM), inactives show top-dose activation, actives largely listed as activators. hit rate 0.075% among 410,000; also: potency is read from the fitted curve at half-maximal effect; nearly all actives have a fitted effect of over 55% in size; some results filed as inactive show a strong effect at the top dose; inactives centre near -15; many of its hits are not listed in these tables
#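 HEK-293-derived GP2 cells expressing PTHR1 and a GloSensor cAMP reporter, 3,000/well, plated overnight, given luciferin plus IBMX (each 0.5 mM as added) for 1 h at 37 °C, then compound for 1 h at 37 °C. Luminescence was read after 15 min at room temperature.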
# EPAC1 ag – EPAC1 (human) agonism; hit rate 0.073% among 360,000; EPAC1 agonist qHTS, biochemical assay; response scale: 100% = response to 6.5 mM cAMP; O95398; Potency, µM (titrated, usually from 154 µM), inactives show top-dose activation, usual class: activators; also: potency is read from the fitted curve at half-maximal effect; nearly all actives have a fitted effect of over 60% in size
#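 Multi-concentration qHTS readout: loss of Rap1B-bound BODIPY-GDP fluorescence driven by 100 nM EPAC1 with excess GDP (50 uM), monitored kinetically at room temperature; agonist response expressed relative to 6.5 mM cAMP.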
# IL2 activator – activates IL-2 in a cell-based reporter assay | IL-2 activation reporter assay, cell-based qHTS; stimulated with anti-CD3/CD4/CD28 beads; in transgenic mouse T cells | activation, % (series mostly up to about 46 µM) | hit rate 0.065% among 360,000 | AID 652025; in the data active = activation above about 50%; inconclusive = mostly about 30% to 49%; also: 0% is about no effect
#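 Readout is EGFP and DsRed signal by fluorescent plate cytometry after 18 h at 37 degrees C. Transgenic mouse T cells (750/well) received compound for 60 min before bead stimulation (anti-CD3, anti-CD4, anti-CD28); memory T cells served as non-tolerant control.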
# GLP1R ag – GLP-1 receptor (human) agonism; P43220; HEK293 GLP-1R CRE-luciferase, luminescence, 4-6 h; cells express a hypersensitive GLP-1R form; Potency, µM (doses to about 45.6 µM), inactives show at the top dose activation, usual class: activators; hit rate 0.007% among 380,000; AID 624172; also: potency is read from the fitted curve at half-maximal effect; % of control where 0% means no effect
# EPAC1 antag – antagonists of human EPAC1 | EPAC1 GEF assay, Rap1b-BODIPY-GDP exchange fluorescence | Potency, µM (titrated, usually from 115 µM), inactives show top-dose activity change, negative = inhibition, hits mostly inhibitors | hit rate 0.14% among 360,000 | AID 720709;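 also: potency is read from the fitted curve at half-maximal effect; plate controls were vehicle for no effect and positive control for full effect; nearly all actives have a fitted effect of over 50% in size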
# PI5P4K alpha inh – inhibitors of human PI5P4K alpha. P48426. PI5P4Kalpha enzyme, ADP-Glo luminescence, 60 min; hits give low values. max response, %. hit rate 1.2% among 330,000. AID 652105; active = max response of -50% or lower; inconclusive = between -30% and -50%; inactive = -30% or higher; also: value at the top dose of about 77 µM; % is scaled to controls: 0 for no effect and ±100 for the full control effect
# Target sequence (P48426 whole entry, looked up): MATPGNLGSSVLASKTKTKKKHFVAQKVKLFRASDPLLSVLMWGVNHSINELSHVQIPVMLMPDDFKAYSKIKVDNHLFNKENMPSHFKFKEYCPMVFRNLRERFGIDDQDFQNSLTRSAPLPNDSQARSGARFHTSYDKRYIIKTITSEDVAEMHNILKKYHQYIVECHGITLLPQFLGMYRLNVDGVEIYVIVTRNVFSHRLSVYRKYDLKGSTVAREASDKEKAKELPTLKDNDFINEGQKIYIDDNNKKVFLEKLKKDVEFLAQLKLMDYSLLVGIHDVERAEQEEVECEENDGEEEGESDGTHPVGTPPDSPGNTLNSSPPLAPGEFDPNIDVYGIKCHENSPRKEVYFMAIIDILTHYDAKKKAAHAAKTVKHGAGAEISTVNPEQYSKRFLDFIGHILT
#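 PI5P4Kalpha ADP-Glo assay; 5 microM ATP final; 60 min RT reaction; HEPES pH 7.4/EGTA/CHAPS, 5% DMSO; controls lacking substrate or enzyme; luminescent end-point.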
# PLK1 PBD inh – blocks phosphopeptide binding to human PLK1 polo-box domain | AID 720504 | Potency, µM, without a hit: max response, negative = inhibition, hits mostly inhibitors | hit rate 2.8% among 360,000 | Plk1 PBD binding of FITC phosphopeptide, fluorescence polarization; also: potency is read from the fitted curve at half-maximal effect; series mostly up to about 57 µM; % is scaled to controls: 0 for no effect and ±100 for the full control effect; nearly all actives have a fitted effect of over 65% in size
# Target sequence (P53350 whole entry, looked up, the tested form may be a part): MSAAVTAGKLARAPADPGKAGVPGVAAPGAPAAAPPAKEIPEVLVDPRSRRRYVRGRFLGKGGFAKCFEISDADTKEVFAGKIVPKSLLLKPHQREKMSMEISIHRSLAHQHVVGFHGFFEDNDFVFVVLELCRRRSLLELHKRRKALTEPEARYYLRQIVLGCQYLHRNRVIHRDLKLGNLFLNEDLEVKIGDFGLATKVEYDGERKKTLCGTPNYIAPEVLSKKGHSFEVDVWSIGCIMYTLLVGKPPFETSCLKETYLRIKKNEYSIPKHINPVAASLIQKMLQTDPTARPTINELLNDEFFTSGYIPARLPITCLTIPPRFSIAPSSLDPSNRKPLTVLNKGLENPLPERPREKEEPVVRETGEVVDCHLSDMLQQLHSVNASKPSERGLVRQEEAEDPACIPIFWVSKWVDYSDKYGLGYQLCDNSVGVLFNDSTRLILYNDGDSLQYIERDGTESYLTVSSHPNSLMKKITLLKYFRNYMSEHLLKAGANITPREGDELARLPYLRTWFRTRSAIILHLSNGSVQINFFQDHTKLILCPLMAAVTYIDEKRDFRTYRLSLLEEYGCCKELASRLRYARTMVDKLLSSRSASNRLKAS
# GLP1R cytotox – cytotoxic in the GLP-1 receptor inverse agonist counter-screen; HEK293 cAMP-luciferase reporter cells, luminescence, 24 h; Potency, µM (top dose mostly 38.3 µM), for inactives: at the highest dose activity change, negative = inhibition, hits mostly inhibitors; hit rate 0.13% among 410,000; AID 624418;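 also: loss of luciferase light is scored as toxicity; potency is read from the fitted curve at half-maximal effect; % is scaled to controls: 0 for no effect and ±100 for the full control effect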
#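 A 23 nL compound transfer followed 12 hours of cell culture at 37 deg C; exposure then lasted 24 hr. Luciferase assay detection reagent was dispensed and plates read for luminescence after a 12 min room-temperature wait.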
# * = called active by the depositor; i = inactive; u = inconclusive; x = no result given; [ ] = remark or other dose. Unless noted, calls follow the shape of the dose curve; as a rule, active = well fitted curve in the direction sought with a large enough effect; inconclusive = small, poorly fitted or top-dose-only effect, or another doubt; inactive = no such curve, though single readings can be large; an effect the other way counts as inactive or inconclusive. Some of the compounds tested (hit frequency here may not be typical).
SMILES,GLP-1R inv ag,PTHR1 agonist,EPAC1 ag,IL2 activator,GLP1R ag,EPAC1 antag,PI5P4K alpha inh,PLK1 PBD inh,GLP1R cytotox
COc1ccccc1Nc1nc(NCC(C)C)nc(N)c1[N+](=O)[O-],u,-13%,1%,-1.9,12%,6%,-3,-2%,15%
CC(=O)c1ccc(Sc2ccccc2)cc1,2%,i,5%,-1.9,4%,-1%,5,0%,0%
COc1ccccc1NC(=O)C1C2C=CC3(CN(Cc4cccnc4)C(=O)C13)O2 (stereo not given),1%,-16%,-10%,-1.5,-1%,10%,-3,1%,-9%
CN/N=C(\Cc1nc2ccccc2[nH]1)c1ccc([N+](=O)[O-])cc1,-3%,-96%,-2%,0.1,-3%,6%,-25,-11%,-15%
COc1ccc(NC(=O)N(C)C[C@H]2Oc3ccc(NC(=O)Cn4cnnn4)cc3C(=O)N([C@H](C)CO)C[C@@H]2C)cc1,-39%,i,-3%,0.5,-6%,-1%,1,-11%,-4%
COc1ccc(S(=O)(=O)Nc2ccc3c(c2)C(=O)N([C@H](C)CO)C[C@H](C)[C@@H](CN(C)C(=O)Nc2ccc(F)cc2)OCCCC[C@H](C)O3)cc1,u,-16%,-8%,-2.7,-2%,-8%,2,-10%,-20%
CCS(=O)(=O)NCCc1csc(-c2ccc(OC)c(OC)c2)n1,86%[activator],i,-5%,0.0,12%,13%,2,3%,3%
Cc1cc(NC(=O)CCC(=O)N(C(C(=O)NC(C)(C)C)c2ccccc2Cl)C(C)(C)C)no1 (stereo not given),-26%,i,-7%,0.8,4%,-1%,9,-3%,-3%
COc1ccccc1N(C)S(=O)(=O)c1ccc(Cl)c(C(=O)NCc2ccco2)c1,u,-3%,7%,-0.7,0%,5%,-11,-11%,3%
Cn1nccc1NC(=O)CSCC(=O)O,6%,-9%,8%,-1.9,1%,7%,5,4%,0%
C=CCc1cccc2cc(C(=O)N3CCN(C(=O)c4ccco4)CC3)c(=O)oc12,-1%,15%[57.5 µM],4%,-1.6,6%,-15%,x,-8%,12%
CCC(C)[C@H](NC(=O)OC(C)(C)C)C(=O)N/N=C/c1ccc2nccnc2c1 (stereo not given in full),0%,i,6%,0.7,4%,-2%,x,-8%,4%
COc1cc(/C=N/NC(=O)Cn2cnc3c2c(=O)n(C)c(=O)n3C)ccc1O,2%,i,3%,0.4,-1%,-30%,2,-16%,1%
COc1ccc(C2Nc3ccccc3C(=O)N2NS(=O)(=O)c2ccccc2)cc1OC (stereo not given),0%,i,1%,-0.3,12%,-7%,5,-9%,-3%
O=C(CC(SCCO)c1ccc2c(c1)OCO2)c1cccs1 (stereo not given),6%,-15%[57.5 µM],-5%,-1.3,-10%,-4%,x,-3%,2%
O=C1NC[C@H](CCCCN2C[C@H](Cc3ccc(O)cc3)N(CCc3ccccc3)C(=O)C2=O)N(CCC2CCCCC2)C1=O,3%,u,-12%,0.0,-2%,22%,-1,0%,6%
CCCn1c(C(C)Nc2nc(-c3ccc(C)cc3)cs2)nc2cc(Cl)c(Cl)cc21 (stereo not given),u,i,-11%,0.0,7%,-25%,14,-3%,4%
CCC(=O)Nc1ccc(N2CCN(C(=O)c3ccco3)CC2)c(Cl)c1,-9%,-6%,-4%,1.8,1%,0%,3,-7%,0%
COc1cc(C(=O)Nc2ccc(-n3cnnn3)c(C)c2)cc(OC)c1OC,0%,i,8%,2.2,-2%,3%,x,-3%,6%
COC(=O)CNC(=O)CSc1nc(N)cc(=O)[nH]1,-37%,i,4%,0.2,-5%,-8%,x,-3%,4%
COc1cc(C2NC(=O)NC(C)=C2C(C)=O)cc(OC)c1OC (stereo not given),-13%[0.307 µM],i,1%,1.4,5%,15%,2,-7%,15%[0.307 µM]
CCOC(=O)/C(C#N)=C\c1ccc(N2CCN(C)CC2)cc1,24%,i,-3%,0.8,-2%,7%,x,-2%,21%
COc1ccc(Cc2c(O)nc(SCC(=O)NC(C)(C)C)[nH]c2=O)cc1,-1%[7.66 µM],i,-2%,-0.8,-3%,12%,-11,2%,-11%[7.66 µM]
CCOC(=O)c1cccc(N2C(=O)C3C(C(=O)NC4CC4)C4(C)C=CC3(O4)C2C(=O)NC(C)(C)C)c1 (stereo not given),11%,i,-3%,-4.1,4%,8%,2,-6%,-5%
COc1ccc(C2=NOC(C(=O)NCc3ccco3)C2)cc1 (stereo not given),0%,-4%,2%,-0.2,16%,4%,x,-1%,u
CCc1ccccc1NC(=O)CCc1nc(-c2ccc(C)cc2)no1,-7%,-16%,-11%,-6.5,10%,2%,1,-1%,6%
Cc1ccc(NC(=O)C2CCCO2)c(Br)c1 (stereo not given),2%,i,4%,-0.5,-6%,-18%,-2,-7%,7%
O=C(c1ccc(Sc2cccc(Cl)c2)c([N+](=O)[O-])c1)N1CCN(c2ccccn2)CC1,u,-20%,12%,2.3,0%,-9%,6,-11%,-2%
Cc1ccc(CNC(=O)/C=C/c2ccccc2Cl)cc1,21%,i,-9%,0.4,4%,-3%,8,-3%,-6%
COc1ccc(N(CC(=O)NCc2ccccc2C)S(=O)(=O)c2ccc(C)cc2)cc1OC,19%,-7%,-2%,-3.7,7%,u,-4,2%,-12%
CCOCCCNC(=O)C(NC(=O)Cc1c[nH]c2ccccc12)c1ccccc1 (stereo not given),10%,-8%,-1%,1.1,1%,-2%,-6,-5%,0%
CCN(CC)CCN1C(=O)C(=O)/C(=C(/O)c2ccc(OC)cc2)C1c1ccco1 (stereo not given),3%,-3%,0%,-0.3,1%,1%,-7,-14%,14%
CC(C)=CCN1CCN(Cc2ccc(C)s2)CC1CCO (stereo not given),-13%[7.66 µM],-24%,-5%,-0.7,0%,-11%,1,4%,3%[7.66 µM]
O=C(O)c1cc2n(n1)C(C(F)(F)F)CC(c1ccccc1)N2 (stereo not given),-14%,-3%[57.5 µM],-3%,-0.7,-14%,-2%,-4,-4%,-1%
Cc1ccc(S(=O)(=O)N[C@H](C(=O)NC2CCC(C)CC2)C(C)C)cc1 (stereo not given in full),-18%,-33%[inhibitor],-2%,0.4,-7%,-3%,2,-17%,-19%
O=C(CN1C(=O)COc2ccccc21)NCCCN1CCN(Cc2ccccc2)CC1,11%,-5%[57.5 µM],3%,-1.6,-9%,0%,x,-6%,-10%
COc1ccc(NC(=O)C2(c3ccccc3)CCCC2)cc1,u,i,-4%,-0.7,6%,12%,-5,4%,5%
Cc1ccc(CNC(=O)[C@@H](NC(=O)C2CCN(C(=O)[C@@H](N)CC(C)C)CC2)C(C)C)cc1,-28%,-8%,2%,1.3,-1%,0%,-2,7%,-26%
O=C(NC1CCCC1)C(c1ccncc1)N(C(=O)c1csnn1)c1ccccc1 (stereo not given),0%,i,7%,1.4,1%,2%,-12,-12%,-3%
CCC(=O)Nc1nc(C)c(C(=O)N2CCCCC2)s1,3%,i,4%,-0.3,-3%,12%,x,-1%,10%
Brc1ccc(-c2nc(-c3ccncc3)no2)cc1,27%,i,5%,0.6,-5%,1%,-8,-5%,0%
CN(CC(=O)Nc1ccc(F)c(F)c1F)C(=O)c1ccc(-n2cncn2)c([N+](=O)[O-])c1,11%,i,-12%,-3.0,-9%,10%,-4,-1%,-7%
CCCCCn1c(-c2ccco2)nc2nc3ccccc3nc21,u,i,-3%,-0.6,u,-2%,-1,-3%,74%[activator]
O=C(CN1CCN(c2ccc(Cl)cc2)CC1)NCc1ccccc1,u,-34%[inhibitor],0%,-4.7,13%,-18%,9,-7%,3%
CCn1cc(C(=O)OCC(=O)OC2CC(C)CCC2C(C)C)c(=O)c2ccc(C)nc21 (stereo not given),u,-13%[57.5 µM],5%,-1.0,1%,-22%,-9,-5%,-30%
O=C(NNC(=O)c1ccccc1F)c1ccc(S(=O)(=O)N2CCCC2)cc1,6%,i,6%,2.7,-13%,2%,5,1%,5%
O=C(NCc1ccccc1)c1ccc2nc(-c3ccco3)c(-c3ccco3)nc2c1,0%,-17%,1%,-1.1,-3%,32µM*,u,7.5µM*,-23%
CN1c2ccccc2C2(C)CCCC3=Cc4cc([N+](=O)[O-])cc([N+](=O)[O-])c4OC312 (stereo not given),22%,-17%,5%,-2.5,0%,18%,11,-3%,-16%
Cc1ccc(S(=O)(=O)N2CCCCC2)cc1NC(=O)CSc1ncn[nH]1,16%,0%,-1%,-1.1,11%,-23%,-3,-9%,-9%
COc1ccc(OCC(O)Cn2c(N3CCCCC3)nc3c2c(=O)[nH]c(=O)n3C)cc1 (stereo not given),26%,i,-7%,0.4,5%,-12%,3,2%,-7%
Cc1ccc(C(=O)NCc2ccco2)cc1S(=O)(=O)N1CCCCC1,8%,-4%[57.5 µM],-1%,-2.1,2%,3%,x,-13%,18%
CCOc1ccc(-n2ccc(=O)c(C(=O)Nc3ccc(S(=O)(=O)Nc4nccs4)cc3)n2)cc1,3%,22%,5%,-2.5,-3%,-9%,u,-25%,1%
COc1cc(C(=O)OCc2cccc(OC)c2OC)ccc1OCC(=O)N1CCOCC1,-8%,i,2%,-0.4,6%,-3%,3,-8%,-2%

# Among those listed so far, 2 have a thiophene ring, fused or not:
SMILES,GLP-1R inv ag,PTHR1 agonist,EPAC1 ag,IL2 activator,GLP1R ag,EPAC1 antag,PI5P4K alpha inh,PLK1 PBD inh,GLP1R cytotox
O=C(CC(SCCO)c1ccc2c(c1)OCO2)c1cccs1 (stereo not given),6%,-15%[57.5 µM],-5%,-1.3,-10%,-4%,x,-3%,2%
CC(C)=CCN1CCN(Cc2ccc(C)s2)CC1CCO (stereo not given),-13%[7.66 µM],-24%,-5%,-0.7,0%,-11%,1,4%,3%[7.66 µM]

# For reference, some entries already given.
SMILES,GLP-1R inv ag,PTHR1 agonist,EPAC1 ag,IL2 activator,GLP1R ag,EPAC1 antag,PI5P4K alpha inh,PLK1 PBD inh,GLP1R cytotox
CN(CC(=O)Nc1ccc(F)c(F)c1F)C(=O)c1ccc(-n2cncn2)c([N+](=O)[O-])c1,11%,i,-12%,-3.0,-9%,10%,-4,-1%,-7%
CCCCCn1c(-c2ccco2)nc2nc3ccccc3nc21,u,i,-3%,-0.6,u,-2%,-1,-3%,74%[activator]

# Source: PubChem BioAssay (National Center for Advancing Translational Sciences (NCATS))
